RXFP1 antagonist: blocks the human relaxin receptor RXFP1. 0.59% of 350,000 active. activity change, negative = inhibition, % at 57.5 µM. Q9HBX9. HEK293-RXFP1, relaxin-stimulated cAMP HTRF, 30 min; active compounds read low. AID 1259400;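 active means activity change of -60% or lower, but not beyond a set lower limit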; further: on the % scale 0 is the no-effect control and ±100 the full control effect
D2 PAM: positively modulates the human D2 dopamine receptor allosterically | HEK293 T-REx D2, calcium flux, EC20 dopamine potentiation | potentiation, % at 10 µM | P14416 | AID 485347 | 0.34% of 340,000 active;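 active means potentiation over 3 SD above the plate norm, cut at about 30% in these data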; further: 0% is about no effect
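Tetracycline-induced HEK293 T-REx cells force-coupled to calcium signalling expressed D2; compounds were pin-added after a 10 s baseline, read kinetically 180 s, then an EC20 dopamine challenge followed with a further 180 s calcium read.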
RXFP1 ag: RXFP1 (human) receptor agonism; Q9HBX9; HEK293T-RXFP1 cAMP TR-FRET, 30 min; response scale: percent of porcine relaxin response, buffer zero; Potency, µM (highest dose often 57.5 µM), for the others: at the highest dose activation, hits mostly activators; 0.3% of 370,000 active; active means well fitted activation curve with a large enough effect; further: potency means the concentration at half of the fitted maximal effect; on the % scale 0 is the no-effect control and ±100 the full control effect; nearly all actives have a fitted effect of over 60% in size; many of its hits are not listed in these tables
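Agonist response is measured as cAMP accumulation in an RXFP1-transfected HEK293T line under PDE4 inhibition. Values are scaled between buffer-only and 29 nM porcine relaxin, and EC50s come from standard Hill equation fits.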
D2 antagonist: D2 dopamine receptor (human) antagonism; P14416; HEK293 TREx D2 cells, calcium flux, dopamine EC80; inhibition, % at 10 µM; 2% of 340,000 active; in the data active means inhibition above about 30%; further: 0% is about no effect
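Overnight-induced (tetracycline, 30 C) HEK293 T-REx cells carrying force-coupled D2 receive a no-wash calcium dye, then compound, then EC80 dopamine at 180 s; signals are read kinetically throughout.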
D1 antagonist: blocks dopamine activation of the human D1 receptor | HEK293 TREx D1 cells, calcium flux, dopamine EC80; active compounds read low | activity change, negative = inhibition, % at 10 µM | 3.2% of 360,000 active; in the data active means activity change below about -30%; further: on the % scale 0 is the no-effect control and ±100 the full control effect
Target sequence (P21728 whole entry, looked up): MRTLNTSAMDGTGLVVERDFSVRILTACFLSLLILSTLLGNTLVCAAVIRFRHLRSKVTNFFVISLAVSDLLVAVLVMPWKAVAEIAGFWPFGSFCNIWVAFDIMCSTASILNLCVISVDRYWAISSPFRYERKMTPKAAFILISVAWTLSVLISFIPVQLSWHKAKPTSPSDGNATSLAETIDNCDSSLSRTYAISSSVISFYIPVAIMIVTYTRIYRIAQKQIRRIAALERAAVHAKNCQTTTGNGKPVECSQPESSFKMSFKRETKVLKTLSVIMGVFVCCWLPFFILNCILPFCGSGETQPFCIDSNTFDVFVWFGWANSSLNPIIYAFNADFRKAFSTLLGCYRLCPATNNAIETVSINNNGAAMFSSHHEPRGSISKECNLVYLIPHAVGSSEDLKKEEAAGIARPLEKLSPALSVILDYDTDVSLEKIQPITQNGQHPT
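Calcium flux readout: force-coupled, inducible Hek293 Trex D1 line, cells induced overnight at 30 C with tetracycline, dye-loaded 30–90 min at RT. Antagonism scored against EC80 dopamine challenge given 180 s after compound.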
D1 PAM: human D1 dopamine receptor positive modulation | HEK293 TREx D1 cells, calcium flux, dopamine EC20 potentiation | potentiation, % at 10 µM | 0.036% of 360,000 active; in the data active means potentiation above about 30%; further: 0% is about no effect
TRHR PAM: allosteric enhancers of human TRH receptor; TRHR cells, fluo-8 calcium fluorescence, EC20 TRH enhancement; 0.66% of 360,000 active; enhancement, % at 2 µM; P34981; in the data active means enhancement above about 30%; further: 0% is about no effect
Target sequence (P34981 whole entry, looked up): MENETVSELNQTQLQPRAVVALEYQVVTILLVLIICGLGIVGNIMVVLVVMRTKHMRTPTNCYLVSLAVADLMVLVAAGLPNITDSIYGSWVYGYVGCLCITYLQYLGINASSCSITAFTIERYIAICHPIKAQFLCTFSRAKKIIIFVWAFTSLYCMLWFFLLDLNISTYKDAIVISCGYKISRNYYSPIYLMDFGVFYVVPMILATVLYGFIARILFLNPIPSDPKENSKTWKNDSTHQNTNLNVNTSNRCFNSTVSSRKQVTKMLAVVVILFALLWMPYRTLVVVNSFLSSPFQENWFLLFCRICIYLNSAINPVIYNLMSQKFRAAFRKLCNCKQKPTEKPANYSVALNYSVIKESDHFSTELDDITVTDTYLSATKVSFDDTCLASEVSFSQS
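TRHR-expressing cells loaded with fluo-8 calcium dye were read kinetically (ex 480/em 530) during compound addition, then stimulated with an EC20 of TRH (10 nM final). Enhancement of the Gq-mediated intracellular calcium response was scored.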
D1 ag: agonists of human D1 dopamine receptor. activation, % at 2 µM. P21728. 1% of 360,000 active. HEK293 T-REx D1 cells, calcium flux, agonist mode. AID 504660; in the data active means activation above about 30%; further: 0% is about no effect
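Inducible HEK293 T-REx D1 cells, force-coupled to calcium signalling, were plated at 4000 cells/well with tetracycline and held overnight at 30 C. After no-wash calcium dye loading, compound-evoked calcium rise over 180 s flagged agonists.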
D2 agonist: D2 dopamine receptor (human) agonism; P14416; HEK293 T-REx D2 cells, calcium flux agonist mode; activation, % at 2 µM; 0.53% of 340,000 active;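 active means activation over 3 SD above normal in the single-dose calcium agonist read, cut at about 30% in these data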; further: 0% is about no effect
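Tetracycline-induced HEK293 T-REx cells with force-coupled D2 receptor, plated overnight at 30 C, loaded with no-wash calcium dye. After a 10 s baseline, compound was pin-added and calcium flux read kinetically for 180 s; calcium rises flagged agonists.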
* hit, by the source's call; . = not tested or not shown; & = joins results of further samples. The list is partial; count on the stated rates, not on these rows.

SMILES | RXFP1 antagonist | D2 PAM | RXFP1 ag | D2 antagonist | D1 antagonist | D1 PAM | TRHR PAM | D1 ag | D2 agonist
CCCCNC(=O)Nc1ccccn1 | -1 | -3 | -0.5% | -52 | . | -1 | 4 | -1 | 1.3
O=C(CSc1nc2ccc([N+](=O)[O-])cc2s1)c1ccc2ccccc2c1 | 6 | 8 | -0.9% | -2 | 6 | 3 | -2 | 3 | 0.1
O=C(N/N=C/c1ccc([N+](=O)[O-])s1)c1ccncc1 | 0 | -4 | 1.7% | -9 | 3 | -3 | -1 | 1 | 0.4
CC1CCC(NC(=O)c2ccc(CNc3c(NC4CCCCC4)c(=O)c3=O)cc2)CC1 (stereo not given) | . | 5 | 3.7% | 13 | -7 | -5 | 8 | -1 | 0.3
Cc1cc(Nc2ccccc2)n(CCOC(=O)COc2ccccc2)n1 | -11 | -1 | 0.2% | -2 | -8 | -10 | 3 | 18 | 0.9
Cc1cccc(N2CCN(S(=O)(=O)c3ccc4c(c3)CCCN4C(=O)C3CCC3)CC2C)c1 (stereo not given) | 3&-17 | 15&-8 | 0.0%&1.3% | 10 | -15&10 | -8&-5 | -22&-1 | 3&2 | 0.0&0.4
COc1ccc(-c2csc(NC(=O)CCCc3cccs3)n2)cc1 | . | 7 | 1.3% | -10 | 3 | -4 | -11 | 5 | -0.8
O=S(=O)(/N=C(/Nc1cccc2ccccc12)c1ccc(F)cc1)c1ccccc1 | -15 | 14 | -1.7% | -21 | 15 | 3 | 3 | 1 | -0.2
Cc1c(C(=O)OC2CCCCCC2)[nH]c2c1C(=O)CC(c1ccccc1)C2 (stereo not given) | -2 | -2 | 2.3% | . | -13 | 1 | 1 | 1 | -1.2
O=C(c1ccc(S(=O)(=O)NCC2CCCO2)cc1)N1CCN(c2ccccc2)CC1 (stereo not given) | -5 | 6 | -0.4% | 6 | 12 | -2 | -3 | -1 | 0.2
Cc1nc(C)c(/C(O)=C\c2nc3ccc([N+](=O)[O-])cc3oc2=O)o1 | -6 | . | 0.7% | . | 4 | 2 | 2 | 1 | .
COc1ccccc1OCC(O)CNCc1ccc2c(c1)OCO2 (stereo not given) | -5 | -13 | 0.8% | 9 | -9 | -2 | -3 | 4 | -0.8
COc1cccc(Cn2cc(S(=O)(=O)c3ccc(C)cc3)c(=O)c3cc4c(cc32)OCO4)c1 | -8 | -4 | -1.2% | . | 15 | 0 | 12 | 0 | 0.1
CC1=CCC2C(=O)N(C(C)c3ccccc3)C(=O)C2C1 (stereo not given) | -4 | -2 | 0.4% | -15 | -10 | 1 | 8 | -1 | -0.7
Cc1ccc(NC(=O)CSc2ncc(S(=O)(=O)c3ccccc3)c(=O)[nH]2)cc1C | . | 7 | 1.7% | -21 | -21 | -4 | 6 | 2 | -0.6
O=C(Nc1ccccc1)N1CCC(C(=O)N2CCN(Cc3ccccc3)CC2)CC1 | 5 | 24 | -1.8% | . | -21 | 11 | 3 | 0 | .
CN(Cc1ccncc1)C1CC(=O)N(c2ccc(F)cc2)C1=O (stereo not given) | -1 | 2 | 3.6% | -16 | 2 | 7 | 3 | 1 | 0.5
CCc1nc(C)cc(N)c1OCc1ccccc1 | 1 | -8 | 2.1% | -13 | -27 | -7 | 0 | 5 | 4.1
O=C(Cc1ccc(Cl)cc1)NC1CC(=O)N(c2ccc3c(c2)OCCO3)C1 (stereo not given) | . | -4 | -0.5% | . | . | 0 | 3 | -4 | 0.6
CCOC(=O)C1CCN(C(c2ccccn2)c2c(C)[nH]c3ccccc23)CC1 (stereo not given) | -15 | -11 | -0.6% | 4 | . | 1 | -3 | 0 | -0.2
Cc1ccc(NC(=O)Cn2nc(C)c(S(=O)(=O)N(C)C)c2C)cc1C | 9 | -8 | -0.5% | 0 | -7 | -6 | -4 | 5 | 1.7
CC(C)Sc1nnc([C@H](Cc2ccccc2)NC(=O)OC(C)(C)C)o1 | -7 | 3 | 19% | -1 | -17 | -15 | -3 | 3 | -0.6
CCN(CC(=O)Nc1c(F)cccc1F)C(=O)c1cc(-c2cccs2)nn1-c1ccccc1 | -9 | -3 | 1.4% | 1 | 17 | -4 | -9 | 0 | 0.0
Cc1[nH]n(-c2ccccc2)c(=O)c1N=Nc1ccc(C(=O)O)cc1 | 3 | -6 | 2.5% | 7 | 5 | -2 | -4 | 2 | -1.2
COc1ccc(O)c(/C=c2/sc3nc4cc(C)c(C)cc4n3c2=O)c1 | -8 | -4 | 2.4% | -13 | 4 | 4 | 4 | 5 | 1.4

Next compounds:
SMILES | RXFP1 antagonist | D2 PAM | RXFP1 ag | D2 antagonist | D1 antagonist | D1 PAM | TRHR PAM | D1 ag | D2 agonist
Cc1cccc(Cn2ccn(Cc3ccc(Cl)cc3)c(=O)c2=O)c1 | 6 | -2 | 1.4% | . | 4 | -5 | -6 | 4 | 0.4
CCCC(=O)Nc1ccccc1NC(=O)c1ccc(OC(C)=O)cc1 | 2 | 12 | -0.2% | -2 | -19 | -5 | -5 | 0 | -0.3
CC(Oc1ccc2c3c(c(=O)oc2c1)CCCC3)C(=O)NCc1ccncc1 (stereo not given) | -8 | 8 | 0.2% | -2 | 18 | -1 | 12 | 7 | 0.8
CC(C)C(C)(C#N)NC(=O)CSc1nnc(-c2ccccc2)o1 (stereo not given) | -13 | 5 | 0.1% | -1 | -4 | -4 | 2 | 4 | -0.1
CC1CCN(S(=O)(=O)c2cccc(C(=O)Nc3ccccn3)c2)CC1 | -7 | -1 | -0.8% | 7 | -14 | -3 | 23 | 0 | -0.2
c1ccc(OCc2nnnn2-c2ccccc2)cc1 | -1 | 4 | -2.3% | -11 | -2 | 3 | -1 | 3 | 0.4
CCc1ccc(-n2c(=O)c3cccnc3n2CC(=O)Nc2cc(F)ccc2F)cc1 | -10 | -3 | 2.2% | . | -4 | -4 | -7 | 9 | .
Cc1ccc(NS(=O)(=O)c2cc(C(=O)OCC(=O)NCC3CCCO3)ccc2C)cc1 (stereo not given) | -22 | -4 | 1.8% | -4 | -13 | -2 | 4 | 1 | -1.6
COc1ccc(OCC#CCNC(C)(C)C)cc1 | 2 | -2 | -0.7% | -13 | -1 | -2 | 27 | 2 | 0.2
COc1ccc(Br)cc1CN1CCCCCCC1 | 6 | -1 | 0.0% | 6 | -1 | -4 | 0 | 1 | -0.3
CCOC(=O)c1c(C)oc2c(Cl)cc(NS(=O)(=O)c3ccc(Cl)c(C)c3)cc12 | -37 | -11 | 0.3% | . | -31* | -3 | 0 | 13 | -1.8
Cc1cccc(NC(=O)C2CCCN(S(=O)(=O)c3c(C)noc3/C=C/N(C)C)C2)c1C (stereo not given) | -14 | -5 | -0.2% | . | 1 | 0 | 0 | -2 | -0.5
CCOc1ccc(C(=O)NCCn2cc(SCC(=O)Nc3cc(C)on3)c3ccccc32)cc1 | 5 | 10 | -0.8% | -7 | -21 | -2 | -1 | 2 | -0.4
CCC(C)N1CCN(C(=O)C2CCN(S(=O)(=O)c3c(C)noc3/C=C/c3ccco3)CC2)CC1 (stereo not given) | 15 | -3 | -0.4% | 6 | 5 | 0 | 6 | 9 | -0.9
COc1ccc(-c2cc(C(=O)NC3CCCC3)no2)cc1OC | -6 | -3 | -0.3% | 17 | 3 | -9 | -1 | 2 | -0.8
O=C(COC(=O)CCCOc1ccc(Cl)cc1Cl)NCc1ccc(F)cc1 | -6 | -19 | -0.1% | -13 | 0 | -4 | -1 | 10 | -0.4
CN(C)CCCN(C(=O)c1ccc([N+](=O)[O-])o1)c1nc2cc3c(cc2s1)OCO3 | 0 | -9 | 3.3% | -13 | -47* | -2 | 2 | 1 | 0.5
Cc1cc(NS(=O)(=O)c2ccc(Cl)cc2)nn1CC(=O)NCc1ccco1 | -5 | 12 | 0.6% | -4 | 3 | -2 | 3 | 1 | -2.4
COc1ccc(S(=O)(=O)N2CCCC2)cc1NC(=O)c1ccccc1F | 8 | 3 | 10% | -6 | 5 | 0 | 18 | 1 | 0.6
O=C(Nc1ccc(F)cc1)C1CC(=O)n2ncnc2N1 (stereo not given) | 0 | 6 | -1.1% | 8 | -12 | -2 | 8 | 2 | 1.0
COc1ccccc1/C=C/c1ccc2cccc(O)c2n1 | -8 | 23 | 0.9% | -29 | 0 | 4 | 2 | 3 | -0.7
Oc1c(Cl)cc(Cl)cc1C1=NNC(c2ccc(Cl)cc2)C1 (stereo not given) | -19 | . | 0.2% | 0 | -1 | 4 | 4 | 1 | 0.5

Another view of six compounds above:
Structure	RXFP1 antagonist	D2 PAM	RXFP1 ag	D2 antagonist	D1 antagonist	D1 PAM	TRHR PAM	D1 ag	D2 agonist
CC(C)C(C)(C#N)NC(=O)CSc1nnc(-c2ccccc2)o1 (stereo not given)	-13	5	0.1%	-1	-4	-4	2	4	-0.1
CCOC(=O)c1c(C)oc2c(Cl)cc(NS(=O)(=O)c3ccc(Cl)c(C)c3)cc12	-37	-11	0.3%	.	-31*	-3	0	13	-1.8
Oc1c(Cl)cc(Cl)cc1C1=NNC(c2ccc(Cl)cc2)C1 (stereo not given)	-19	.	0.2%	0	-1	4	4	1	0.5
COc1ccc(OCC#CCNC(C)(C)C)cc1	2	-2	-0.7%	-13	-1	-2	27	2	0.2
c1ccc(OCc2nnnn2-c2ccccc2)cc1	-1	4	-2.3%	-11	-2	3	-1	3	0.4
CCOc1ccc(C(=O)NCCn2cc(SCC(=O)Nc3cc(C)on3)c3ccccc32)cc1	5	10	-0.8%	-7	-21	-2	-1	2	-0.4

Part of the list above, as comma-separated lines:
SMILES,RXFP1 antagonist,D2 PAM,RXFP1 ag,D2 antagonist,D1 antagonist,D1 PAM,TRHR PAM,D1 ag,D2 agonist
CCc1ccc(-n2c(=O)c3cccnc3n2CC(=O)Nc2cc(F)ccc2F)cc1,-10,-3,2.2%,.,-4,-4,-7,9,.
Cc1ccc(NS(=O)(=O)c2cc(C(=O)OCC(=O)NCC3CCCO3)ccc2C)cc1 (stereo not given),-22,-4,1.8%,-4,-13,-2,4,1,-1.6
COc1ccc(OCC#CCNC(C)(C)C)cc1,2,-2,-0.7%,-13,-1,-2,27,2,0.2
COc1ccc(Br)cc1CN1CCCCCCC1,6,-1,0.0%,6,-1,-4,0,1,-0.3

Source: PubChem BioAssay
